SW480 rereplic = A quantitative high throughput screen for small molecules that induce DNA re-replication in SW480 colon adenocarcinoma cells | SW480 DNA re-replication, Hoechst DNA content imaging, 48 h | Potency, µM (top dose mostly 46.1 µM), without a hit: top-dose re-replication activation, most hits filed as activators | 340,000 tested, 1.8% active | AID 624297, 2012; further: potency means the concentration at half of the fitted maximal effect; % of control where 0% means no effect; nearly all actives have a fitted effect of over 55% in size
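250 cells/well; 23 nL cpd via pin tool; 48 hr, 37 C, 5% CO2; Hoechst 40 min; imager read of total nuclear intensity, ex 405/em 500-530 nm.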
MCF10A rereplic = A quantitative high throughput screen for small molecules that induce DNA re-replication in MCF 10a normal breast cells; Potency, µM (highest dose often 46.1 µM), without a hit: at the highest dose activity, positive = re-replication, hits mostly activators; MCF 10A DNA re-replication, Hoechst nuclear intensity, 48 h; 350,000 tested, 2.9% active; further: potency means the concentration at half of the fitted maximal effect; % of control where 0% means no effect; nearly all actives have a fitted effect of over 50% in size
KB-3-1 cytotox = qHTS assay for MDR1-selective chemotherapeutics: Primary screen using the parental adenocarcinoma cell KB-3-1. Potency, µM (highest dose often 46.1 µM), inactives show at the top dose activity change, negative = cytotoxic, actives largely listed as cytotoxic. AID 1347075, 2019. KB-3-1 viability, CellTiter-Glo ATP luminescence, 72 h. 400,000 tested, 1.4% active; further: potency means the concentration at half of the fitted maximal effect; on the % scale 0 is the no-effect control and ±100 the full control effect; nearly all actives have a fitted effect of over 60% in size
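Parental KB-3-1 viability, qHTS format: 72 h compound exposure, 37 °C; CellTiter-Glo; media-only wells and DMSO plates as controls; concentration-effect fits on corrected data.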
HepG2 viability = qHTS for Inhibitors of TGF-b: Cytotox Counterscreen; Potency, µM (highest dose often 46.1 µM), without a hit: at the highest dose activity change, negative = cytotoxicity, usual class: cytotoxic; HepG2 CAGA-GFP viability, ATP luminescence, 18 h; 410,000 tested, 0.76% active; further: potency means the concentration at half of the fitted maximal effect; some results filed as inactive show a strong effect at the top dose
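CellTiter-Glo luminescence gave cytotoxicity after 18 hours at 37 degrees C. The cells were HepG2 CAGA-GFP in 1% FBS DMEM, stimulated with 500 pg/mL TGF-beta after compound addition. %Activity was normalised to no-cell wells (complete cell-killing) and DMSO (no toxicity), and curves were fitted and classified.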
IL-1B inflam inh = qHTS for Inhibitors of Inflammasome Signaling: IL-1-beta AlphaLISA Primary Screen | THP-1 LPS/ATP IL-1B secretion, AlphaLISA, 16 h; hits give low values | activity change, % at 57.5 µM | 360,000 tested, 4.7% active | AID 743279, 2014; in the data active means activity change below about -50%; inconclusive means mostly about -30% to -49%; further: on the % scale 0 is the no-effect control and ±100 the full control effect
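THP-1 cells pretreated 1 hr with compounds (up to 57.5 uM final), then stimulated with LPS (250 ng/mL final) plus ATP (1.25 mM final); secreted IL-1B measured by AlphaLISA after 16 hr, decreased signal indicating inhibition.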
HT1080NT lethal = qHTS for induction of synthetic lethality in tumor cells producing 2HG: qHTS for the HT-1080-NT fibrosarcoma cell line; HT-1080-NT fibrosarcoma viability, CellTiter-Glo ATP luminescence, 48 h; Potency, µM (top dose mostly 46.1 µM), without a hit: at the highest dose activity, negative = less viability, most hits filed as cytotoxic; 360,000 tested, 1.6% active;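 further: NT is the 2HG producing partner of a matched IDH1 knockdown line; potency means the concentration at half of the fitted maximal effect; 0% = DMSO-treated cells and -100% = media-only wells without cells; nearly all actives have a fitted effect of over 55% in size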
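750 cells/well, RPMI + 5% FBS; 2 h settle, compound pin-transfer, 48 h at 37 degrees C. CellTiter-Glo 10 min RT, luminescence. Normalized to DMSO and media-only wells.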
HT1080 IDH1KD tx = qHTS for induction of synthetic lethality in tumor cells producing 2HG: qHTS for the HT-1080-IDH1KD cell line; 360,000 tested, 2% active; Potency, µM (doses to about 46.1 µM), without a hit: at the highest dose activity, negative = toxicity, actives largely listed as cytotoxic; AID 686971, 2013; HT-1080 IDH1 knockdown viability, ATP luminescence, 48 h;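 further: potency means the concentration at half of the fitted maximal effect; 0% = DMSO wells and -100% = cell-free medium wells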
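% activity derives from luminescence (CellTiter-Glo), normalised to DMSO and no-cell wells. HT-1080-IDH1KD cells, 750/well, had 48 h compound exposure at 37 °C.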
ATXN2 expr inh = Primary qHTS for Inhibitors of ATXN expression; HEK-293 ATXN2-luciferase reporter, luminescence, 24 h; Potency, µM (titrated, usually from 57 µM), for the others: at the highest dose activity change, negative = inhibition, usual class: inhibitors; 360,000 tested, 0.72% active; further: potency means the concentration at half of the fitted maximal effect; on the % scale 0 is the no-effect control and ±100 the full control effect; nearly all actives have a fitted effect of over 55% in size
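ATXN2-luciferase reporter cells (luciferase flanked by upstream and downstream ATXN2 gene portions) were treated 24 h at 37 °C with compounds at up to 57 uM. SteadyGlo luminescence gave expression; GF-AFC fluorescence gave viability.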
ATXN viability = Viability Counterscreen for Primary qHTS for Inhibitors of ATXN expression; S2 cells (HEK-293 line with an ATXN2-luciferase reporter) viability, CellTiter-Fluor protease fluorescence, 24 h; Potency, µM (series often up to 56.7 µM), actives largely listed as cytotoxic; 400,000 tested, 0.49% active; AID 651635, 2014; further: potency means the concentration at half of the fitted maximal effect; nearly all actives have a fitted effect of over 40% in size
Numbers without * were called inactive; i = inactive; ? = inconclusive; . = no result given; [ ] = dose if it differs, or a comment. Unless noted, the call rests on the fitted dose curve; in most records, active means well fitted curve in the direction sought with a large enough effect; inconclusive means small, poorly fitted or top-dose-only effect, or another doubt; inactive means no such curve, though single readings can be large; an effect the other way counts as inactive or inconclusive. Random draw from the library (roughly 8.9% active in at least one column).

Structure	SW480 rereplic	MCF10A rereplic	KB-3-1 cytotox	HepG2 viability	IL-1B inflam inh	HT1080NT lethal	HT1080 IDH1KD tx	ATXN2 expr inh	ATXN viability
COc1ccc(C(=O)N/C(=C/c2ccc(Cl)cc2)C(=O)NCc2ccncc2)cc1	?	?	-0.4%	2.2%	-25.0	-3.2%	-6.4%	-18.7%	i
CC1CN(S(=O)(=O)c2cccc(C(=O)N(Cc3nnc(-c4ccccc4Cl)o3)C3CC3)c2)CC(C)O1 (stereo not given)	-52.4%[inhibitor]	-5.9%	-25.6%	3.2%	-15.2	-0.1%	-0.1%	?	i
COc1ccc(Br)cc1-c1nc(C)c(C(C)=O)n1O	-5.7%	-0.4%	0.6%	-3.5%	2.7	8.1%	2.5%[9.24 µM]	0.8%	i
O=C(COc1cccc2ccccc12)NNC(=O)Nc1ccccc1	-3.9%	?	20.0%	-2.4%	24.2	?	-2.3%	-15.6%	i
Cc1ccc(C(=O)Nc2cccc(C(F)(F)F)c2)cc1Nc1cnccn1	-7.9%	10.8%	2.8%	-35.8%	11.0	-1.3%	0.0%	0.0%	i
NC(=O)C1CCN(C(=O)/C=C/c2cc(Br)ccc2F)CC1	0.7%	-0.3%	-8.6%	15.4%	11.9	13.4%	27.4%	-3.3%	i
Cc1ccc(O)c(NC(=S)NC(=O)CC(C)C)c1	-5.9%	7.5%	-4.9%	-25.5%	?	-2.3%	2.7%	29.5%	i
O=S(=O)(Nc1cccc(S(=O)(=O)N2CCCCCC2)c1)c1ccccc1	-15.3%	-2.3%	59.3%	-0.3%	-2.0	7.1%	-2.1%	-9.5%	i
CCOC(=O)COc1ccc(-c2nnc(-c3ccccc3)o2)cc1	0.5%	-0.3%	-5.2%	-29.0%	-1.5	-0.1%	-2.7%	-14.5%	i
CCOC(=O)CC1C(=O)NCCN1C(=O)c1ccc(C)cc1 (stereo not given)	0.2%	-1.0%	?	6.3%	0.9	10.3%	8.6%	.	i
CN(C)c1oc(COc2ccc(F)cc2)nc1C#N	-0.7%	-32.3%[inhibitor]	-8.2%	10.9%	11.3	19.6%	14.3%	7.8%	i
COC(=O)c1cc2occc2n1CC(=O)Nc1ccc(N(C)C)cc1	.	.	4.7%	-8.2%	.	.	.	6.2%	i
CCC(C)C(=O)Nc1nc(C)c(-c2csc(Nc3cc(OC)ccc3OC)n2)s1 (stereo not given)	-0.7%	17.0%	?	-7.3%	-16.0	-1.5%	-12.6%	-4.6%	?
CCOc1ncccc1C(=O)OCC(=O)N(CC)c1ccccc1	23.6%	7.2%	2.7%	-0.1%	15.2	9.3%	-0.7%	-8.9%	i
COc1ccccc1C(=O)N1C(CC(=O)Nc2cc(Cl)ccc2C)C(=O)NC2CCCCC21 (stereo not given)	3.9%	?	2.4%	3.7%	?	-3.1%	-20.6%	-2.0%	i
Fc1cccc(Cl)c1/C=N/Nc1c(Cl)cncc1Cl	10.4%	14.7%	?	-26.6%	?	-0.5%	-8.5%	9.2%	i
O=C(c1ccco1)N1CCN(Cc2cccc(C(F)(F)F)c2)CC1	5.9%	4.3%	12.9%	-40.0%	4.0	5.4%	4.1%	-5.8%	i
Cc1cc(Br)cc(Br)c1OCC(=O)NNC(=O)Nc1ccccc1	-134.1%[inhibitor]	7.4%	1.9%	-55.4%	-1.4	-0.8%	-1.2%	26.0%	i
COC(=O)c1scc(-c2ccc(C)cc2)c1S(=O)(=O)N1CCN(c2ccc(F)cc2)CC1	.	.	-1.9%	-17.0%	.	.	.	3.0%	i
O=C(Nc1cccc(-n2cnnn2)c1)c1ccc(OC(F)(F)F)cc1	0.0%	0.2%	-1.1%	2.7%	-10.6	14.4%	6.7%	-7.4%	i

Three structures from above, arranged by SMILES length, rising:
Structure	SW480 rereplic	MCF10A rereplic	KB-3-1 cytotox	HepG2 viability	IL-1B inflam inh	HT1080NT lethal	HT1080 IDH1KD tx	ATXN2 expr inh	ATXN viability
CCOC(=O)COc1ccc(-c2nnc(-c3ccccc3)o2)cc1	0.5%	-0.3%	-5.2%	-29.0%	-1.5	-0.1%	-2.7%	-14.5%	i
CCC(C)C(=O)Nc1nc(C)c(-c2csc(Nc3cc(OC)ccc3OC)n2)s1 (stereo not given)	-0.7%	17.0%	?	-7.3%	-16.0	-1.5%	-12.6%	-4.6%	?
COc1ccccc1C(=O)N1C(CC(=O)Nc2cc(Cl)ccc2C)C(=O)NC2CCCCC21 (stereo not given)	3.9%	?	2.4%	3.7%	?	-3.1%	-20.6%	-2.0%	i

An excerpt from above, showing only KB-3-1 cytotox and MCF10A rereplic:
SMILES | KB-3-1 cytotox | MCF10A rereplic
CN(C)c1oc(COc2ccc(F)cc2)nc1C#N | -8.2% | -32.3%[inhibitor]
CCOc1ncccc1C(=O)OCC(=O)N(CC)c1ccccc1 | 2.7% | 7.2%

(listing goes on)
Structure	SW480 rereplic	MCF10A rereplic	KB-3-1 cytotox	HepG2 viability	IL-1B inflam inh	HT1080NT lethal	HT1080 IDH1KD tx	ATXN2 expr inh	ATXN viability
O=C(NNC(=O)OCc1ccccc1)OCc1ccccc1	-11.7%	-30.2%[inhibitor]	11.6%	2.1%	-7.1	5.4%	-11.1%	26.2%	i
CCc1nc(SCc2ccccn2)c2c(=O)n(C)c(=O)n(C)c2n1	-1.7%	-0.6%	0.0%	-1.4%	23.6	1.9%	4.0%	-9.4%	?
CCCNC(=O)Cn1ncc2c3ccccc3n(CCC)c2c1=O	.	.	-1.0%	5.9%	.	.	.	18.7%	i
CCC(CC)NC(=O)CSc1ccc(S(=O)(=O)N2CCCCC2)cn1	0.6%	-0.5%	0.0%	12.0%	-4.5	0.5%	-0.1%	-5.0%	i
